Assay outcomes from PubChem BioAssay.
tuberculosis growth = growth inhibition of non-replicating M. tuberculosis (AID 488890); Mycobacterium tuberculosis non-replicating, growth inhibition; higher % means a stronger effect; 320,000 compounds, 0.39% hits; inhibition, % at 25 µM; hits with a dose series show IC50 in µM; in the data active = a potency from the dose series; inconclusive = inhibition mostly from about 82% at the one dose, without a potency; inactive = the rest, 99 in 100 with inhibition below about 76%;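 note: plate controls were DMSO cells for no effect and high antibiotic wells for full effect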
VEEV TC-83 Vero = inhibitors of VEEV TC-83 cytopathic effect, confirmation, Vero cells (AID 588727). Vero cells, VEEV TC-83 cytopathic effect inhibition; higher % means a stronger effect. inhibition, % at 20 µM, or IC50 in µM where a hit was titrated. 350,000 compounds, 0.13% hits; in the data active = a potency from the dose series; inconclusive = inhibition mostly from about 14% at the one dose, without a potency; inactive = the rest, 99 in 100 with inhibition below about 12%; note: strong numbers were not always called active
H37Rv inhibition = M. tuberculosis growth inhibition, HTS (AID 449762). M. tuberculosis H37Rv growth inhibition, 7H9 media; higher % means a stronger effect. one-dose inhibition, % at 25 µM; IC50 in µM for titrated hits. 330,000 compounds, 0.59% hits; in the data active = a potency from the dose series; inconclusive = inhibition above about 70% without an active follow-up result;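 note: bacterial growth assessed after seven days of incubation; strong numbers were not always called active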
PhoP GFP inhibition = PhoP regulon inhibitors, Salmonella typhi PhoP promoter GFP reporter, confirmatory (AID 1850) | Salmonella Typhi PhoP-promoter GFP reporter, fluorescence, 4 h; higher % means a stronger effect | inhibition, % at 50 µM, or IC50 in µM where a hit was titrated | 310,000 compounds, 0.33% hits; in the data active = a potency from the dose series; inconclusive = inhibition mostly from about 25% at the one dose, without a potency; inactive = the rest, 99 in 100 with inhibition below about 19%;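 note: 0% = induced wells with vehicle and 100% = uninduced wells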
influenza NS1A = H1N1 influenza NS1A inhibitors, functional cell based assay (AID 504329). NS1A functional cell-based assay, percent inhibition; higher % means a stronger effect. one-dose inhibition, % at 12.5 µM; IC50 in µM for titrated hits. 340,000 compounds, 0.3% hits; in the data active = a potency from the dose series; inconclusive = inhibition above about 27% without an active follow-up result; note: strong numbers were not always called active
VEEV TC-83 Vero 10K pilot screen = also measured in VEEV TC-83 Vero; calls as there; inhibition, %; measured here: 10K pilot screen inhibition
Numbers without * were called inactive; i = inactive; ? = inconclusive; · = no result given.

SMILES	tuberculosis growth	VEEV TC-83 Vero	H37Rv inhibition	PhoP GFP inhibition	influenza NS1A	others
CC1CCCC(C)N1CCCNC(=O)Cn1ncc2c3ccccc3n(C)c2c1=O (stereo unspecified)	26%	3.9%	1%	3%	-3%
COCCN(C(=O)c1snc(C(N)=O)c1N)C(C(=O)NC1CCCC1)c1cc(OC)c(OC)c(OC)c1 (stereo unspecified)	7%	1.6%	7%	7%	0%
c1ccc(CC(Nc2ccccn2)c2ccccc2)cc1 (stereo unspecified)	30%	3.7%	9%	-1%	4%
Clc1cccc(Cc2nn[nH]n2)c1	21%	0.2%	-4%	6%	8%
COc1ccc(C2c3[nH]c4ccccc4c3C[C@H]3C(=O)N(CC(C)C)CC(=O)N23)c(OC)c1 (stereo partly specified)	5%	1.6%	6%	-12%	3%
CCOc1ccc(NC(=O)Nc2cc(C)on2)cc1	3%	3.1%	-18%	15%	21%
CCN(c1ccc(NC(=O)COC(=O)/C=C/c2cccs2)cc1)C(C)C	41%	1.5%	?	-4%	2%
CCCNC(=O)C(Cc1ccc(C(F)(F)F)cc1)NC(=O)c1ccc2ccccc2n1 (stereo unspecified)	1%	0.0%	-5%	·	-13%
CN(C)Cc1cn(CCC(=O)O)c2ccccc12	-8%	1.1%	-12%	-6%	-5%
O=S(=O)(NC1CCCC1)c1ccc(S(=O)(=O)N2CCc3ccccc32)cc1	8%	i	-12%	-8%	1%
COc1ccc(Cl)cc1C(=O)Nc1ccc(N(C)C(C)=O)cc1	3%	7.5%	1%	-4%	4%
CN(C)C(=S)Nc1ccc2ccccc2c1	-8%	1.2%	0%	-4%	-10%
Nc1nc(SCc2c(F)cccc2Cl)[nH]c(=O)c1-c1ccccc1	-21%	0.9%	3%	2%	18%
COc1cccc(C(=O)Nc2ccc3c(c2)OCO3)c1OC	-17%	2.2%	-9%	0%	2%
CC(=O)Nc1ccc(Oc2cc(C#N)c(C#N)cc2N2CCCCCC2)cc1	25%	3.3%	8%	-2%	3%
O=C(C1CC1)N1CCCC(c2ccc(Cl)cc2)=N1	-7%	8.1%	33µM*	-3%	-4%	VEEV TC-83 Vero 10K pilot screen=3.2
CCOC(=O)CC1=NN(c2ccccc2)C(=O)/C1=C\c1ccc(N(C)C)cc1	62%	1.9%	-6%	-5%	16µM*
CCOC(=O)CN(Cc1ccccc1)C(=O)OC(C)(C)C	-3%	·	7%	-1%	·
Cc1cccc(N(CC(=O)N2CCCC2)S(C)(=O)=O)c1	-7%	0.3%	-13%	-5%	-7%
Cc1ccc(Cl)cc1NC(=O)c1ccc(NC(=O)CCC(=O)O)cc1	-1%	1.2%	-3%	0%	-5%
COc1ccc(/C=C2\SC(=O)N(CC(=O)Nc3ccccc3O)C2=O)cc1OC	-6%	0.6%	-8%	3%	-7%
CC1CCN(Cc2nc3c(c(=O)n(C)c(=O)n3C)n2CCCc2ccccc2)CC1	10%	1.3%	-4%	2%	5%
CCOC(=O)C1CCN(C(=O)c2cccc(NC(=O)C(CC)CC)c2)CC1	13%	1.1%	-5%	-9%	-11%
CCOC(=O)C(C(=O)OCC)C(C(=O)OCC)N1CCOCC1 (stereo unspecified)	8%	i	?	9%	-2%
CCOC(=O)CN1CC(C)(C)N(CC(=O)OCC)CC1(C)C	·	0.1%	·	·	-1%
CCOc1ccccc1C(=O)N1CCCCC1C (stereo unspecified)	6%	1.3%	5%	4%	-2%
CCCC(=O)NCc1nc2ccccc2n1CC(=O)c1ccccc1	-7%	1.9%	0%	-7%	2%
O=C(O)c1ccc([N+](=O)[O-])cc1-c1cc([N+](=O)[O-])ccc1C(=O)O	·	i	·	·	-1%
Cc1cccc(Cc2nnc(CCC(=O)NCc3cn4ccccc4n3)o2)c1	16%	0.6%	2%	-17%	-5%
Cc1ccc(-c2ccc(=O)n(CC(=O)NCCCN3CCCCC3C)n2)cc1 (stereo unspecified)	3%	0.3%	-13%	-9%	1%
Cc1cccc(CSc2ccc3nnc(-c4cccnc4)n3n2)c1	-9%	4.8%	0%	-5%	-7%
O=[N+]([O-])c1ccccc1CS(=O)(=O)c1ccccc1	-14%	0.4%	1%	-5%	1%	VEEV TC-83 Vero 10K pilot screen=0.3
Cc1ccccc1-c1cc(C(=O)NCc2ccc(OC(F)(F)F)cc2)n(CC2CC(c3cccnc3)=NO2)n1 (stereo unspecified)	4%	5.3%	-2%	·	1%
CC(C)Oc1ccc(S(=O)(=O)N2CCOCC2)cc1NC(=O)c1cc([N+](=O)[O-])ccc1N1CCOCC1	9%	3.7%	3%	0%	0%
COc1cc2ccccc2cc1C(=O)N(CCN(C)C)c1nc2c(C)cccc2s1	7%	0.2%	3%	2%	10%
COc1ccccc1NC(=O)CSc1sc2c(O)cc(=O)[nH]c2c1C#N	25%	4.4%	-3%	4%	-4%
CCN1C(=NCCc2cccnc2)N[C@@H](c2ccccc2)[C@H](C(=O)OC)[C@H]1C	28%	1.9%	-1%	-32%	-8%
COC(=O)C1CCN(C(=O)C23CCC(C)(C(=O)O2)C3(C)C)CC1 (stereo unspecified)	-5%	0.6%	-1%	4%	-2%
CCOC(=O)C1CCCN(S(=O)(=O)c2c(C)c(C)cc(C)c2C)C1 (stereo unspecified)	21%	0.2%	-4%	6%	3%
COc1ccc(OC)c(NC(=O)c2nc3ccccc3s2)c1	·	1.7%	5%	-18%	-8%
COc1cc(/C=N/Nc2ncc(C(F)(F)F)cc2Cl)cc(OC)c1OC	53%	0.2%	10%	-5%	-6%
CCCCN(C(=O)C1CCCC1)c1c(N)n(CCC)c(=O)[nH]c1=O	·	4.2%	·	·	-2%
COc1ccccc1CNC(=O)c1cc(=O)c2ccccc2o1	47%	0.7%	-2%	5%	6%
Cc1cc(C)c(C(=O)NCCCN2CCOCC2)c(C)c1	5%	1.3%	-4%	-8%	-1%
CCCNC(=O)OC[C@H]1O[C@H](CCO/N=C(\C)CCN2CCc3nc(-c4ccccc4)c(-c4ccccc4)cc3C2)C=C[C@@H]1Oc1ccc(OC)cc1	43%	·	5%	-3%	·
Cc1n[nH]c(=O)nc1NCc1ccccc1	-5%	2.8%	4%	7%	-1%
O=S(=O)(c1ccc(Cl)c(C(F)(F)F)c1)N1CCN(CC(O)COc2ccccc2F)CC1 (stereo unspecified)	18%	5.1%	6%	6%	2%
CCCC(=O)Nc1cc(-c2nn(C)c(=O)c3ccccc23)ccc1OC	5%	i	2%	1%	-21%
CCC(C)(C)NC(=O)C(c1ccc(C)cc1)N(Cc1cccs1)C(=O)c1ccc2c(c1)OCCO2 (stereo unspecified)	23%	4.0%	0%	7%	7%
NC(=S)Nc1ccc2cn[nH]c2c1	-20%	0.1%	-5%	13%	-2%
COc1ccc(Cn2nnnc2C(c2ccc(N(C)C)cc2)N2CCC(C(N)=O)CC2)cc1 (stereo unspecified)	28%	1.7%	3%	3%	2%
COc1ccc(NS(=O)(=O)c2ccc(C)c(C(=O)NC3CCN(Cc4ccccc4)CC3)c2)cc1	16%	i	-6%	-1%	12%
COc1ccc(/C=N/NC(=O)Cc2cccs2)cc1	33%	1.9%	7%	-7%	0%
CCOC(=O)C(=CNc1ccc(C(F)(F)F)cc1)C(=O)OCC	-2%	1.0%	5%	-7%	-25%
Cc1cc(O)cc(=O)n1Cc1ccco1	3%	0.0%	-12%	-9%	0%
CC(C)(C)OC(=O)NCCCCCc1nnc(SCC(N)=O)o1	77%	0.5%	-11%	2%	9%
Cc1csc(NC(=O)CSc2nccn2Cc2ccco2)n1	-7%	2.1%	-2%	-2%	4%
COc1ccc(C(=O)NCc2csc(-c3cccs3)n2)cc1	16%	i	-6%	15%	-16%
COCC(=O)Nc1c(C(=O)Nc2cccc(OC)c2)oc2ccccc12	10%	i	-3%	-8%	0%
Cc1ccc(C(=O)NCc2ccc(N3CCN(C)CC3)cc2)cc1C	1%	0.4%	0%	7%	3%
The results go on:
SMILES	tuberculosis growth	VEEV TC-83 Vero	H37Rv inhibition	PhoP GFP inhibition	influenza NS1A	others
Cn1cnc([N+](=O)[O-])c1SCC(O)CCl (stereo unspecified)	51%	0.9%	-3%	7%	0%
O=C(CSc1ccc(-c2cccc([N+](=O)[O-])c2)nn1)N1CCCCC1	-5%	0.4%	-6%	13%	-3%
CCC(C)(C)n1nnnc1C(c1ccccc1F)N1CCN(C(=O)c2ccco2)CC1 (stereo unspecified)	-3%	i	3%	7%	-8%
COC(=O)c1ccc(NC(=O)c2ccc(CN3CCOCC3)cc2)cc1	16%	i	10%	2%	8%	VEEV TC-83 Vero 10K pilot screen=2.6
COc1ccc(C(CNC(=O)c2cccc(S(=O)(=O)Nc3ccc(Br)cc3)c2)N(C)C)cc1 (stereo unspecified)	·	0.9%	·	·	-5%
Cc1ccc(S(=O)(=O)N2CCC(C(=O)N3CCC[C@H]3C(=O)NC3CCS(=O)(=O)C3)CC2)cc1 (stereo partly specified)	4%	1.6%	-5%	3%	-1%
CN(C)c1c([N+](=O)[O-])cc2[nH]c(=O)[nH]c2c1[N+](=O)[O-]	-12%	5.9%	-14%	-8%	3%
Cc1ccsc1/C=N/NC(=O)c1ccccn1	57%	0.0%	?	-12%	0%
CCCCSC1(SCCCC)N=C(N)C2(C#N)C(c3ccccc3)NC(C)=C(C)C12C#N (stereo unspecified)	10%	3.2%	-1%	10%	9%
O=C(NCSC1=NCCS1)c1ccccc1	0%	1.2%	-5%	-3%	2%
O=C(N/N=C\c1cc2c(cc1Cl)OCO2)c1cccnc1	-1%	1.3%	-6%	-1%	3%
O=C(NCc1ccccc1CN1CCCCC1)c1ccccc1N1CCCC1=O	-9%	3.8%	-16%	·	-5%
CC(C)Cc1nnc(NC(=O)CCC(=O)Nc2ccc3cn[nH]c3c2)s1	1%	0.1%	3%	-7%	-6%
CC1CN(S(=O)(=O)c2cc(C(=O)NCCCN3CCCC3=O)ccc2Cl)CC(C)O1 (stereo unspecified)	-14%	2.9%	1%	·	7%
Cc1nc(-n2nnc3ccccc32)c2c3c(sc2n1)CCCC3	42%	4.1%	4%	0%	1%
CCCCCCn1nc(C(=O)OCC(=O)c2c(N)n(C)c(=O)n(C)c2=O)c2ccccc2c1=O	31%	10%	9%	-1%	2%
Cc1nc(N)c(C#N)c(-c2ccccc2)c1C	-10%	1.2%	-3%	-2%	-11%
CCCCCCCNc1cccc(C)c1	34%	0.1%	5%	-5%	7%
CCN1CCN(C(=S)Nc2ccc3nc4n(c(=O)c3c2)CCCCC4)CC1	28%	1.1%	15%	-4%	-14%
